Screening data deposited in PubChem BioAssay by National Center for Advancing Translational Sciences (NCATS).
D2 potentiator: D2 dopamine receptor (human) potentiation. potentiation, % at 10 µM. 340,000 compounds, 0.34% hits. AID 485347. HEK293 T-REx D2, calcium flux, EC20 dopamine potentiation;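 active = potentiation over 3 SD above the plate norm, cut at about 30% in these data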; note: 0% is about no effect
Target sequence (P14416 whole entry, looked up): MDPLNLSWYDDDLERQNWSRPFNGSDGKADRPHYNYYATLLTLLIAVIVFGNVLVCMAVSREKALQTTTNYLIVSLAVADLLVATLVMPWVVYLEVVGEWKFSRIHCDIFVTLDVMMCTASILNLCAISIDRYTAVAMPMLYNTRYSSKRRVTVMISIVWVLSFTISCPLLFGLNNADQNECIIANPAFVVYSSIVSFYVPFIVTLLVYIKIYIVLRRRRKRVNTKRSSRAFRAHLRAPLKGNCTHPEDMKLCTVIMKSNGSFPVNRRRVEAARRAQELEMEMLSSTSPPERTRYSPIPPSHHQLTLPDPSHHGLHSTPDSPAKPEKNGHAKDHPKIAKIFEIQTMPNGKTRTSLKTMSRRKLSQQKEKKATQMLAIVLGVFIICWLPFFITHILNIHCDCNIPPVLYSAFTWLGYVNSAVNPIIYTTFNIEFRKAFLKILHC
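Calcium flux readout, no-wash dye, 1 read/s. Inducible HEK293 Trex D2 line, overnight 30 C. Compound alone 180 s (agonist flags), then EC20 dopamine, another 180 s to score potentiation.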
D1 potentiator: potentiators of human D1 dopamine receptor; 360,000 compounds, 0.036% hits; HEK293 TREx D1 cells, calcium flux, dopamine EC20 potentiation; potentiation, % at 10 µM; AID 504651; P21728; in the data active = potentiation above about 30%; note: 0% is about no effect
D1 agonist: agonists of human D1 dopamine receptor. HEK293 T-REx D1 cells, calcium flux, agonist mode. activation, % at 2 µM. 360,000 compounds, 1% hits. AID 504660; in the data active = activation above about 30%; note: 0% is about no effect
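Inducible HEK293 T-REx D1 cells, force-coupled to calcium signalling, were plated at 4000 cells/well with tetracycline and held overnight at 30 C. After no-wash calcium dye loading, compound-evoked calcium rise over 180 s flagged agonists.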
D1 antag: human D1 dopamine receptor antagonism | HEK293 TREx D1 cells, calcium flux, dopamine EC80; active compounds read low | P21728 | 360,000 compounds, 3.2% hits | activity change, negative = inhibition, % at 10 µM | AID 504652; in the data active = activity change below about -30%; note: % is set by controls: 0 for no effect and ±100 for the full control effect
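Compound effects on dopamine-evoked calcium signalling were measured in tetracycline-induced HEK293 Trex D1 cells. Dopamine at EC80 followed a 180 s compound pre-read, and fluorescence was tracked kinetically for 180 s more.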
RXFP1 antagonist: RXFP1 (human) relaxin receptor antagonism | HEK293-RXFP1, relaxin-stimulated cAMP HTRF, 30 min; active compounds read low | activity change, negative = inhibition, % at 57.5 µM | 350,000 compounds, 0.59% hits | AID 1259400;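 active = activity change of -60% or lower, but not beyond a set lower limit; inconclusive = change between -60% and -40%, or beyond the set limit; inactive = change above -40%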; note: % is set by controls: 0 for no effect and ±100 for the full control effect
TRHR enhancer: allosteric enhancers of human TRH receptor. 360,000 compounds, 0.66% hits. TRHR cells, fluo-8 calcium fluorescence, EC20 TRH enhancement. enhancement, % at 2 µM. AID 493056; in the data active = enhancement above about 30%; note: 0% is about no effect
Target sequence (P34981 whole entry, looked up): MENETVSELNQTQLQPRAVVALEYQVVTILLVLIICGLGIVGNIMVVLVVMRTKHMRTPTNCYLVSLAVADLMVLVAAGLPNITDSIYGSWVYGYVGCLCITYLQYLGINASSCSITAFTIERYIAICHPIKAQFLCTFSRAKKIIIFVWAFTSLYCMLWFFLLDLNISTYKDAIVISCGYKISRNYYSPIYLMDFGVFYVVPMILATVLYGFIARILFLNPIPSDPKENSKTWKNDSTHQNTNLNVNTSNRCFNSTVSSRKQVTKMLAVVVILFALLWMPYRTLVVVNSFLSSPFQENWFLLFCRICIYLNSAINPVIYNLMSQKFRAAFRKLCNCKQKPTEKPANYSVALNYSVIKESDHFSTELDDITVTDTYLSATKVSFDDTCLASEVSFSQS
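TRHR-expressing cells loaded with fluo-8 calcium dye were read kinetically (ex 480/em 530) during compound addition, then stimulated with an EC20 of TRH (10 nM final). Enhancement of the Gq-mediated intracellular calcium response was scored.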
Anesthetic bind: candidate novel general anesthetic via apoferritin binding; P02791; apoferritin/1-aminoanthracene competitive binding, fluorescence; Potency, µM (series often up to 77.5 µM), for inactives: top-dose activity change, negative = displacement, actives largely listed as inhibitors; 350,000 compounds, 0.074% hits; AID 485281; note: potency is the fitted concentration of half-maximal effect; % is set by controls: 0 for no effect and ±100 for the full control effect; nearly all actives have a fitted effect of over 20% in size
Target sequence (P02791 2-175 limits assumed): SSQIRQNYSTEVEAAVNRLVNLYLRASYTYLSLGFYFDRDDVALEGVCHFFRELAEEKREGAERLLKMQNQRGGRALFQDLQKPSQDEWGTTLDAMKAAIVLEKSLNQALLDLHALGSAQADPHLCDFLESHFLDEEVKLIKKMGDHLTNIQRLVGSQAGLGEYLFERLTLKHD
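Horse-spleen apoferritin (10 uM) in 50% saturated 1-aminoanthracene in PBS was incubated 10 min at room temperature with compound. Fluorescence (ex 380, em 535 nm) was normalized to free and bound 1-AMA, with concentration-response fitted by a four-parameter Hill equation.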
TRHR agonist: activates the human TRH receptor | P34981 | TRHR cells, calcium flux fluo-8, FDSS agonist mode | activation, % at 2 µM | 360,000 compounds, 0.18% hits; in the data active = activation above about 30%; note: 0% is about no effect
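TRHR-expressing cells, plated overnight in medium with 10% serum, were loaded with fluo-8 calcium dye at room temperature. After a 10 s baseline, library compound was pin-added and calcium release was recorded kinetically (ex 480/em 530) as agonist response.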
RXFP1 agonist: agonists of human relaxin receptor RXFP1 | Q9HBX9 | HEK293T-RXFP1 cAMP TR-FRET, 30 min; response scale: percent of porcine relaxin response, buffer zero | Potency, µM (series often up to 57.5 µM), for inactives: at the top dose activation, usual class: activators | 370,000 compounds, 0.3% hits; note: potency is the fitted concentration of half-maximal effect; % is set by controls: 0 for no effect and ±100 for the full control effect; nearly all actives have a fitted effect of over 60% in size; many of its hits are not listed in these tables
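cAMP rise read by TR-FRET after 30 min, 37C compound exposure (up to 58 uM) in RXFP1-transfected HEK293 cells with Ro 20174 present. EC50 from Hill-equation fits, with 29 nM porcine relaxin as 100% and buffer as basal.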
Numbers without * were called inactive; ? = inconclusive; · = no result given; & = joins results of further samples; [ ] = dose if it differs, or a comment. Unless noted, calls come from the whole dose curve; as a rule, active = well fitted curve in the direction sought with a large enough effect; inconclusive = small, poorly fitted or top-dose-only effect, or another doubt; inactive = no such curve, though single readings can be large; an effect the other way counts as inactive or inconclusive.

SMILES	D2 potentiator	D1 potentiator	D1 agonist	D1 antag	RXFP1 antagonist	TRHR enhancer	Anesthetic bind	TRHR agonist	RXFP1 agonist
CCCCCn1c(CN2CCCCC2CC)nc2c1c(=O)n(C)c(=O)n2C (stereo not drawn)	55*	-6	4	0	-6	1	-2%	-0.9	0.7%
CCC1CCC2(CC1)NC(=O)N(CC(=O)Nc1cc(C)on1)C2=O (stereo not drawn)	-1	-15	-1	-19	·	3	?	0.5	1.1%
CC(=O)c1cc(C(=O)NC2CCCc3c2cnn3-c2cc(C)cc(C)c2)[nH]n1 (stereo not drawn)	-6	1	1	8	-4	-1	-9%	-0.9	-1.6%
O=C(CCN1CCN(c2ccccc2)CC1)N/N=C/c1ccccc1O	-23	-10	3	-16	3	15	-15%	-1.1	-1.2%
Cc1ccc(-c2cnn(-c3ccccc3)c2N)cc1	-1	2	1	3	4	-1	3%	-0.2	2.3%
CC1Cc2cc(S(=O)(=O)N3CCN(C)CC3)ccc2N1C(=O)C1CC1 (stereo not drawn)	2	-7	1	-4	35	0	-9%	1.7	-1.0%
Cc1cccc(C)c1NC(=O)[C@@]1(CC(=O)O)CC(/C=C/c2ccccc2)=NO1	-11	-8	1	11	12	-4	7%	0.2	5.4%
CCCOc1ccc(-c2cnc(SCC(N)=O)nc2N)cc1	8	2	4	-27	5	-6	-6%	0.0	0.5%
Cc1cc2oc(=O)cc(CN(C)Cc3ccccc3F)c2cc1Cl	·	4	1	27	-17	-5	-12%	0.3	-1.4%
O=C(COC(=O)c1ccc(S(=O)(=O)N2CCCC2)cc1)NCc1ccco1	-14	1	5	-7	0	-5	-6%	-0.2	-2.4%
CC1Cn2c(nnc2-c2ccccc2O)S1 (stereo not drawn)	-14	0	3	6	·	4	-7%	0.5	0.4%
COc1ccc(N(C(=O)CCl)C(C)(C(=O)Nc2c(C)cccc2C)c2ccccn2)cc1 (stereo not drawn)	9	-2	7	-11	·	-4	-1%	2.5	0.8%
O=C(Cc1ccc(S(=O)(=O)N2CCCC2)s1)N1CCOCC1	8	1	2	1	-1	6	-4%	-0.3	2.4%
O=C(c1cc(COc2ccc(F)cc2Cl)on1)N1CCc2sccc2C1	11	4	14	0	-18	2	-2%	0.7	3.9%
COc1cccc(CNC(=O)c2cc(Sc3cccc(Cl)c3)nc3ccccc23)c1	0	-3	7	-19	·	-10	-12%	0.9	6.6%
CC1(C)CC(CC(=O)Nc2ccccn2)C(=O)O1 (stereo not drawn)	1	6	1	-9	5	29	0%	-0.1	-0.7%
COc1cccc(NC(=O)NC(=O)c2c(C)cc(Cl)nc2Cl)c1	0	-4	2	-41*	-7	5	4%	1.3	1.6%
COc1ccc(N2CCN(C(=O)c3cccc(N4C(=O)C5C6C=CC(C6)C5C4=O)c3)CC2)cc1 (stereo not drawn)	4	-10	8	-15	-19	0	?	0.0	-0.5%
COc1ccccc1N1CCN(c2nc(-c3ccccc3)cc(C(F)(F)F)n2)CC1	-1	-3	2	8	3	-2	-9%	1.0	3.1%
Cc1oc2nc(SCCCC(=O)NCCCO)nc(N)c2c1C	-6	-5	3	-8	-14	3	8%	-1.6	5.5%
Cc1ccc(C)c(OCCC(=O)OCC(=O)N(C)c2c(N)n(Cc3ccccc3)c(=O)[nH]c2=O)c1	-6	1	3	3	-64*	9	·	1.4	0.8%
COc1cccc(C(=O)NCC(=O)N/N=C(C)\C=C\c2ccccc2)c1	2	-8	1	-6	-6	12	?	0.0	2.1%
Cc1cc(C)c(OCC(=O)Nc2nc(-c3ccccn3)cs2)c(C)c1	-34	-1	-1	7	-31	21	-11%	-0.6	4.4%
O=C(NCC(=O)N(Cc1ccco1)C(C(=O)NC1CCCC1)c1ccncc1)c1cccs1 (stereo not drawn)	2	7	0	-22	15	-1	-12%	-0.5	-0.5%
Cc1cc(N2CCCCC2)nc(SCc2ccc(C#N)cc2)n1	-4	0	12	-11	-9	-1	-4%	2.0	0.7%

Arranged by formula weight (descending): some entries from above
SMILES	D2 potentiator	D1 potentiator	D1 agonist	D1 antag	RXFP1 antagonist	TRHR enhancer	Anesthetic bind	TRHR agonist	RXFP1 agonist
Cc1cc2oc(=O)cc(CN(C)Cc3ccccc3F)c2cc1Cl	·	4	1	27	-17	-5	-12%	0.3	-1.4%
Cc1oc2nc(SCCCC(=O)NCCCO)nc(N)c2c1C	-6	-5	3	-8	-14	3	8%	-1.6	5.5%
CCC1CCC2(CC1)NC(=O)N(CC(=O)Nc1cc(C)on1)C2=O (stereo not drawn)	-1	-15	-1	-19	·	3	?	0.5	1.1%

Carrying on:
SMILES	D2 potentiator	D1 potentiator	D1 agonist	D1 antag	RXFP1 antagonist	TRHR enhancer	Anesthetic bind	TRHR agonist	RXFP1 agonist
CCCOC1CCCN(C(=O)c2cc(COc3c(F)cccc3F)on2)C1 (stereo not drawn)	11	2	1	7	-1	5	?	-0.3	0.4%
N#Cc1nc(-c2cccs2)oc1NCCCN1CCOCC1	5	0	-1	7	11	5	4%	0.6	8.9%
CCCCn1nc(NC(=O)c2cccc(Cl)c2)c2cc3ccc(C)cc3nc21	3	0	-2	-1	-4	-7	11%	0.0	11%
CC(=O)c1cccc(NC(=O)Nc2ccc(C(=O)N3CCOCC3)cc2)c1	-2	-2	4	-2	-11	7	-1%	0.5	-0.2%
O=C(Nc1cccnc1)Nc1ccccn1	·	-1	1	-1	5	9	-10%	1.1	1.0%
Cn1c(=O)n(Cc2ccc(F)cc2)c(=O)c2c1nc1n2CCCN1C1CCCCC1	-2	-1	0	2	2	-23	-12%	1.2	-0.1%
COc1ccc(NC(=O)Cc2coc3cc(C)ccc23)cn1	-2	2	2	8	6	-8	-3%	-0.8	-1.6%
Cc1ccc(-c2nn3c(C)nnc3c3ccccc23)cc1S(=O)(=O)N1CCN(CCO)CC1	11	-1	1	3	-4	6	-21%	-0.2	15%
Cc1ccccc1C(=O)N/C(=C/c1ccc(-c2cccnc2Cl)o1)C(=O)NCCCN1CCN(C)CC1	12	-10	2	-10	-6	-1	0%	0.0	-4.5%
CN(C)c1ccc(N=c2sc3ccccc3n2C)cc1	4	-5	3	-13	-34	-2	?	-1.0	-2.7%
Cn1cc([N+](=O)[O-])c(C(=O)NNC(=O)c2ccc([N+](=O)[O-])cc2)n1	-4	-2	6	-4	3	24	-5%	0.9	-1.7%
Cn1cnnc1Sc1ccc(S(C)(=O)=O)cc1[N+](=O)[O-]	2	0	2	-9	-16	-3	-2%	4.7	-0.8%
O=C(c1ccccc1)N1CCN(c2ncnc3c(-c4ccccc4)nsc23)CC1	-12	5	7	0	0	-6	-17%	-0.1	-2.9%
COc1ccc(NC2CCCN(C(=O)CCN3CCCC3=O)C2)cc1 (stereo not drawn)	-7	-1	1	4	1	0	-3%	-0.2	-4.0%
Cc1cccc(-c2ncc(CN3CCC(CO)(CCCc4ccccc4)CC3)cn2)c1	-4	-5	11	16	-3	6	?	2.0	0.1%
CCCNC(=O)c1ccc(Cl)cc1Cl	5	-1	1	-3	-3	4	-7%	0.3	0.3%
Cc1ccc(C(CC(N)=O)c2ccco2)cc1 (stereo not drawn)	3	-7	1	11	6	4	-5%	-1.2	3.3%
CCOC(=O)N1CCN(CC(O)COc2ccc3c(c2)CCC3)CC1 (stereo not drawn)	3	0	1	2	-1	4	-10%	-0.7	-0.1%
CC1=C(C(=O)OC(C)C)C(c2cccnc2)C2=C(CCCC2=O)N1 (stereo not drawn)	·	-1	-2	-21	-10	7	143%[activator]	0.0	1.7%
CC(=O)c1cc(NC(=O)c2ccccc2)c(=O)oc1C	-7	0	3	-4	3	-3	0%	0.0	4.1%
O=C(O)c1ccc(N2CCN(C(c3ccccc3)c3ccccc3)CC2)c([N+](=O)[O-])c1	10	0	-1	-1	-23	-1	4%	-1.4	2.2%
CC(=NC(C)C)C1=C(O)C(C)OC1=O (stereo not drawn)	11	-3	2	3	-7	-4	-2%	0.0	5.3%
CCn1c(SCC(=O)N2CCCC2=O)nnc1-c1cccs1	-2	-3	4	13	1	-1	·	0.2	1.3%
CCOC(=O)Cc1csc(SCC(=O)c2c(N)n(CC(C)C)c(=O)n(C)c2=O)n1	3	-4	9	-6	7	-4	-11%	1.4	2.3%
Cc1ccc(NC(=O)CCSc2nnc(Cc3ccccc3)o2)cc1	4	1	1	0	·	18	-13%	-0.2	-0.1%

A section of the results above:
SMILES	D2 potentiator	D1 potentiator	D1 agonist	D1 antag	RXFP1 antagonist	TRHR enhancer	Anesthetic bind	TRHR agonist	RXFP1 agonist
CCCCCn1c(CN2CCCCC2CC)nc2c1c(=O)n(C)c(=O)n2C (stereo not drawn)	55*	-6	4	0	-6	1	-2%	-0.9	0.7%
CCC1CCC2(CC1)NC(=O)N(CC(=O)Nc1cc(C)on1)C2=O (stereo not drawn)	-1	-15	-1	-19	·	3	?	0.5	1.1%

Later entries
SMILES	D2 potentiator	D1 potentiator	D1 agonist	D1 antag	RXFP1 antagonist	TRHR enhancer	Anesthetic bind	TRHR agonist	RXFP1 agonist
C=CCNC(=O)CSc1nnc(-c2ccccc2Br)n1-c1cccc(C(F)(F)F)c1	-2	-5	0	-2	-12	-6	-6%	-1.0	2.5%
CCOc1ccccc1Nc1nnc(SCC(=O)NC(=O)c2cccn2C)s1	14	-7	2	-20	11	-3	-22%	-1.5	2.4%
COc1cccc(COC(=O)c2nn(-c3ccccc3)nc2N)c1	-4&-3	-1&-3	10&0	-17&-9	5	-3&0	-6%&1%	0.0&-1.2	3.2%&6.5%
COc1ccc(CNC(=O)c2cc3c(-c4ccccc4F)nn(C)c3s2)cc1	-11	-1	12	-9	-18	-4	26%	1.2	2.2%
COc1cc(N)n(S(=O)(=O)c2ccc(C)cc2)n1	0	0	0	5	·	-2	-6%	0.5	0.1%
Cc1cc(C)cc(NS(=O)(=O)c2ccc3oc(=O)ccc3c2)c1	-6	-7	1	-4	5	-4	-16%	-0.7	-0.3%
Cc1nnc(SCCC(=O)Nc2ccccc2Cl)o1	-11	-10	2	-7	-9	-4	4%	0.1	2.2%
O=C1CC(=O)Nc2cc(S(=O)(=O)Nc3ccc(Cl)c(C(F)(F)F)c3)ccc2N1	3	0	2	2	-8	-5	-6%	0.1	5.7%
Cc1cc(NC(=O)Cn2cnc3c(nnn3-c3ccc(C)c(Cl)c3)c2=O)no1	2	-1	0	9	-2	-1	-7%	-0.1	-0.2%
Nc1nc(CSc2nc3ccccc3s2)nc(N2CCOCC2)n1	3	-3	1	15	-5	-1	-11%	-0.5	1.8%
O=C(c1ccc(N2CCCCC2)c([N+](=O)[O-])c1)N1CCN(c2ccccn2)CC1	-2	-3	-2	-26	0	-6	?	-0.1	0.3%

The list is partial. The share of hits here may be higher or lower than overall.
